High-throughput results as filed in PubChem.
Mm-Cpn inhibitor: Inhibitors of TCP-1 ring complex (TRiC) of Methanococcus maripaludis (MmCpn): qHTS; 330,000 tested, 0.031% active; AID 504842, 2011; purified Mm-Cpn ATPase, ADP Transcreener TR-FRET; Potency, µM (series often up to 76.9 µM), inactives show top-dose activity, negative = inhibition, hits mostly inhibitors; note: potency is the fitted concentration of half-maximal effect; % is set by controls: 0 for no effect and ±100 for the full control effect; nearly all actives have a fitted effect of over 80% in size
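25 nM Mm-CPN + cpd, 10 min 37°C; + 10 uM ATP, 30 min 37°C; buffer 30 mM Tris pH 7.4, 100 mM KCl, 5 mM MgCl2, 1 mM DTT; Transcreener ADP HTRF detection 30 min RT.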
CCT modulator: High-Throughput Screening for Modulators of Cytosolic Chaperonin Activity; purified chaperonin ATPase assay, HTRF ADP detection, 30 min; activity change, % (test concentration not listed), hits read low; 360,000 tested, 0.3% active; AID 651819, 2012; in the data active = activity change below about -30%; note: % is set by controls: 0 for no effect and ±100 for the full control effect
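We incubate TRiC, 40 or 20 nM final, with library compounds at 76 uM and 10 uM ATP for 30 min at 37 °C. ADP formed is detected with Transcreener HTRF reagents after 30 min at room temperature.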
Abeta yeast res: qHTS for compounds that reverse cellular toxicity of Amyloid beta (A-beta) peptide in yeast: Primary Screen; yeast expressing A-beta42, growth rescue, OD600, 48 h; response scale: 0% DMSO, 100% iron-clioquinol control; Potency, µM (series often up to 46.1 µM), without a hit: at the highest dose growth rescue, hits mostly activators; 410,000 tested, 0.063% active; note: potency is the fitted concentration of half-maximal effect; nearly all actives have a fitted effect of over 55% in size
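Yeast growth medium received pinned compounds, then yeast cells expressing toxic A-beta were added; plates incubated at 30 C for 48 hr. Growth read as absorbance at 600 nm, normalized to DMSO and equimolar FeCl3 plus clioquinol controls.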
A549 tox: Nrf2 qHTS screen for inhibitors: counterscreen for cytotoxicity; 390,000 tested, 0.16% active; A549 ARE-Fluc cells, CellTiter-Fluor viability, 18-24 h; Potency, µM (highest dose often 46 µM), for inactives: top-dose activity change, negative = cytotoxicity, most hits filed as inhibitors; note: potency is the fitted concentration of half-maximal effect; % is set by controls: 0 for no effect and ±100 for the full control effect
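A549 ARE_Fluc cells in 5% FBS OPTI-MEM were exposed to compounds in concentration-response for 18-24 h at 37 deg C. Viability was read by CellTiter-Fluor fluorescence (Ex 405/Em 525) after 30 min, before the luciferase read.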
TGFb SMAD3 inh: qHTS for Inhibitors of TGF-b; Potency, µM (highest dose often 46.1 µM), inactives show at the highest dose activity, negative = inhibition, hits mostly inhibitors; 410,000 tested, 1.2% active; AID 588855, 2011; HepG2 CAGA-GFP TGF-b/SMAD3 reporter, GFP fluorescence, 18 h; TGF-beta stimulated, 500 pg/mL final; note: potency is the fitted concentration of half-maximal effect; % is set by controls: 0 for no effect and ±100 for the full control effect; nearly all actives have a fitted effect of over 65% in size
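GFP signal (ex488/em500-530) from TGF-beta-stimulated HEPG2 CAGA-GFP cells, 500 pg/mL final, 18 h at 37 degrees C in DMEM plus 1% FBS, normalized to unstimulated and DMSO-stimulated controls.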
HepG2 tox: qHTS for Inhibitors of TGF-b: Cytotox Counterscreen; HepG2 CAGA-GFP viability, ATP luminescence, 18 h; Potency, µM (series often up to 46.1 µM), for inactives: at the top dose activity change, negative = cytotoxicity, usual class: cytotoxic; 410,000 tested, 0.76% active; note: potency is the fitted concentration of half-maximal effect; some results filed as inactive show a strong effect at the top dose
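CellTiter-Glo luminescence gave cytotoxicity after 18 hours at 37 degrees C. The cells were HepG2 CAGA-GFP in 1% FBS DMEM, stimulated with 500 pg/mL TGF-beta after compound addition. %Activity was normalised to no-cell wells (complete cell-killing) and DMSO (no toxicity), and curves were fitted and classified.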
Nrf2 inh: Nrf2 qHTS screen for inhibitors; A549 ARE-Fluc reporter, luciferase luminescence, 18-24 h; Potency, µM (highest dose often 46 µM), for the others: at the top dose activity change, negative = inhibition, actives largely listed as inhibitors; 360,000 tested, 2.1% active; note: potency is the fitted concentration of half-maximal effect; % is set by controls: 0 for no effect and ±100 for the full control effect; nearly all actives have a fitted effect of over 60% in size
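Two sequential reads on A549 ARE_Fluc cells exposed to compound for 18-24 h: a CellTiter-Fluor fluorescence read for viability, then a luciferase luminescence read for Nrf2/ARE activity.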
Nrf2 activator: qHTS of Nrf2 Activators. AREc32 ARE-luciferase reporter (MCF7-derived line), luminescence, 24 h. Potency, µM (highest dose often 46.1 µM), for inactives: at the highest dose activation, usual class: activators. 410,000 tested, 0.31% active. AID 624171, 2012; note: potency is the fitted concentration of half-maximal effect; % of control where 0% means no effect; nearly all actives have a fitted effect of over 65% in size
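AREc32 cells carrying an ARE-driven firefly luciferase, 1000 cells/well in OPTI-MEM with 5% FBS, dosed after overnight attachment and incubated 24 hr at 37 deg C. Steady-Glo luminescence read after 30 min at RT.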
Akt phos inh: HTS Assay for Inhibitors of Akt Phophorylation: Primary Screen. 360,000 tested, 0.32% active. AID 651550, 2012. Neuro2A IGF-stimulated pAkt S473 HTRF, 20 min; stronger effect = lower value. activity change, % for hits at 50 µM; in the data active = activity change below about -80%; inconclusive = mostly about -51% to -80%; note: % is set by controls: 0 for no effect and ±100 for the full control effect
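Neuro2A cells (4,500/well, DMEM with 0.5% FBS) were treated with compound at a single 50 µM final concentration, stimulated with 6 nM IGF for 20 min at 37 °C, and lysed. Phospho-Akt Ser473 was read by HTRF as 665/615 ratio ×10^4.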
Starred values were filed as active, the others as inactive; i = inactive; ? = inconclusive; . = no result given; & = joins results of further samples; [ ] = remark or other dose. Unless noted, calls come from the whole dose curve; as a rule, active = well fitted curve in the direction sought with a large enough effect; inconclusive = small, poorly fitted or top-dose-only effect, or another doubt; inactive = no such curve, though single readings can be large; an effect the other way counts as inactive or inconclusive.

SMILES | Mm-Cpn inhibitor | CCT modulator | Abeta yeast res | A549 tox | TGFb SMAD3 inh | HepG2 tox | Nrf2 inh | Nrf2 activator | Akt phos inh
CC1(c2ccc3c(c2)OCO3)NC(=O)N(CC(=O)Nc2ccc(N3CCOCC3)cc2)C1=O (centres undefined) | 0% | -3.1 | 12% | -8% | -4% | -1% | -5% | 0.2% | i
CC(C)Cn1c(/C=C/c2ccco2)nc2ccccc21 | -1% | -2.1 | -12% | 2% | -24% | -28% | 12% | 13µM* | i
CCN1CCN(c2nc3ccccc3nc2C(C#N)C(=O)OC2CCCCC2)CC1 (centres undefined) | 0%&-1% | -0.1 | -4% | -27% | 0% | -45% | -15% | -0.4% | i
COC(=O)c1sc(NC(=O)c2ccc3c(c2)OCO3)c(C#N)c1C | . | -1.4 | 0% | -3% | -10% | 9% | 5% | -0.3% | i
CCN1CCN(c2ccc(S(=O)(=O)N3CCCCC3)cc2NC(=O)c2ccc([N+](=O)[O-])o2)CC1 | 1% | -0.5 | -1% | ? | 7.9µM* | -106% | ? | -2.4% | i
COc1ccc(-c2cccc(C3CC=CC4C3C(=O)N(Cc3ccccc3)C4c3ccc4ccccc4c3)c2)cc1 (centres undefined) | 0% | -2.0 | 6% | -1%&1% | -7%&-28% | 3%&-1% | -8%&-19% | -0.2% | i
Cc1nnc(SCC(=O)NNC(=O)COc2ccc(Cl)cc2)n1C | 1% | -4.1 | -15% | 1% | 1% | -12% | -4% | -0.1% | i
COCCCNC(=S)N(CCO)Cc1cc2cc3c(cc2[nH]c1=O)OCO3 | 0% | 2.4 | 10% | -7% | 18% | 4% | 6% | 1.9% | i
C=CCn1c(C)cc(C(=O)CSc2nnc(Cc3ccccc3)o2)c1C | -1% | 1.1 | ? | ? | -6% | -27% | ? | 2.6% | i
COc1ccccc1NC(=O)CCCCCN1C(=O)c2cccc3cccc(c23)C1=O | -1% | -1.8 | -9% | 4% | 0% | -2% | ? | 8.0% | i
CCc1ccc(NC(=O)Cn2ncn3c(cc4ccccc43)c2=O)cc1 | -5% | -2.5 | 18%&-7% | 1%&0% | 0%&-1% | -15%&-3% | -1%&0% | 3.9%&0.6% | i
COc1ccc(CNC(=O)c2csc3c2CCCC3)cc1 | 3% | -1.8 | -2% | 4% | 9% | -2% | -9% | 0.3% | i
COCCNC(=O)c1ccc(Cn2c(=S)[nH]c3cc4c(cc3c2=O)OCO4)cc1 | 0% | -0.8 | 23% | -12% | 5% | -2% | ? | 0.4% | i
COc1ccc(-c2cccc(NS(=O)(=O)c3ccc([N+](=O)[O-])cc3)c2)nn1 | 2% | -1.0 | -13% | -1% | ? | 2% | -16% | 2.1% | i
COc1ccc(NC(=O)CCC(=O)c2cccs2)c(OC)c1 | -1% | -1.9 | 13% | -3% | ? | -12% | ? | 4.0% | i
COc1ccc(NC(=O)[C@@]2(CC(=O)O)CC(/C=C/c3ccccc3)=NO2)cc1 | 2% | -1.7 | -14% | 5% | 7% | -7% | 17% | -0.8% | i
Cc1cccc(N2CCN(C(=O)Cn3nc(C)c4sc5ccccc5c4c3=O)CC2C)c1 (centres undefined) | . | . | -24% | 12% | -26% | -1% | 20% | 3.5% | .
CCOc1ccc(S(=O)(=O)N2CCC(C(=O)OCc3cccc(OC)c3OC)CC2)cc1 | 0% | -0.8 | 1% | -1% | -6% | 0% | -1% | -0.3% | i
COc1ccc(NC(=O)CC2Nc3cccc4cccc(c34)NC2=O)cc1 (centres undefined) | -13% | -1.1 | -5%&-18% | 3%&-13% | ? | 3%&-17% | -9%&-7% | -0.5%&12% | i
COc1ccc(Cl)cc1NC(=O)Cn1nnc(C(=O)NCc2ccc3c(c2)OCO3)c1N | 1% | -2.2 | 10%&-5% | -11%&0% | -14%&-25% | -45%&-43% | 5%&-28% | -0.2%&-0.7% | i
CCCCC(=O)OCC(=O)c1cc(C)n(-c2c(C)n(C)n(-c3ccccc3)c2=O)c1C | -1% | -2.5 | 0% | 0% | 4% | 5% | 7% | 0.1% | i
O=c1nc2n(c3ccc(Br)cc13)CCS2 | 0% | -1.3 | -4% | -3% | 15% | 5% | -25% | -0.1% | i
CCOC(=O)c1cnc(SC)nc1Oc1cccc(NS(=O)(=O)c2ccc(F)cc2)c1 | 2% | -0.1 | 20% | 4% | 0% | -11% | -19% | -0.2% | i
Cc1cccc(NC(=O)C(=O)NCC2CCCN2S(=O)(=O)c2ccccc2)c1 (centres undefined) | 1% | -0.3 | -8% | -8% | 0% | -16% | -13% | 5.5% | i
COc1cc(/C=C(\C#N)C(=O)NCCc2ccccc2)cc(OC)c1O | -3% | -1.2 | 5% | -6% | 30% | -18% | -21% | 0.5% | i
CNc1nc(N)c(C(=O)C23CC4CC(CC(C4)C2)C3)s1 | 0% | 1.4 | -11% | -12% | -17% | -18% | -6% | 1.2% | i
O=C(Nc1ccc(O)c(-c2nc3ccccc3o2)c1)c1cccs1 | . | . | -14% | -4% | 5% | 2% | 18% | 16% | .
COCCn1cnnc1SCC(=O)Nc1ccccc1C(=O)Nc1ccc2c(c1)OCO2 | 1% | 2.3 | 15% | 1% | -2% | 1% | 22% | -0.5% | i
CS(=O)(=O)N1CCCC(C(=O)NCc2ccccn2)C1 (centres undefined) | -3% | -1.5 | -22% | -3% | -3% | -6% | 2% | 0.4% | i
CC1(C)C2CCC1(CS(=O)(=O)Nc1ccccc1)C(=O)C2 (centres undefined) | 1% | 0.6 | 11% | 0% | 8% | -9% | -6% | 0.0% | i
Cc1ccc2c(C(=O)CNc3nncs3)c(C)[nH]c2c1 | -2% | 0.2 | 1% | 0% | 7%&6% | -6%&8% | 5% | 7.8% | i
CCOC(=O)C(C)Sc1nnc(Cn2c(=O)sc3ccccc32)n1-c1ccccc1 (centres undefined) | 1% | 0.6 | -1% | 21% | -4% | 5% | 7% | -0.2% | i
CC1=NN(c2ccccc2)C(=O)C1(C)C | 0% | -1.3 | -1% | -1% | 21% | -3% | 1% | -0.1% | .
O=S(=O)(c1ccc2c(c1)CCC2)N1CCNCC1 | 1% | -3.1 | -4% | 2% | 2% | -1% | -3% | -0.8% | i
Cc1cccc2nc(-c3cccnc3)c(NCCC(C)C)n12 | -4% | -1.5 | 16% | 4% | ? | -10% | 1% | 0.5% | i
COc1cccc2c1N1C(=O)c3c(C(=O)O)cccc3C1CC2(C)C (centres undefined) | ? | 1.3 | -21% | -8% | -28% | 3% | 9% | 0.4% | i
Cc1onc(-c2ccccc2Cl)c1C(=O)Oc1ccccc1F | . | . | -11% | 9% | -3% | -16% | . | 3.8% | .
COc1ccc(OC)c(NC(=O)Cn2cc(C(=O)c3ccc(Cl)cc3)c(=O)c3cc(OC)ccc32)c1 | . | . | -5% | 0% | 2% | 0% | -18% | 0.3% | .
CCOc1ccc(NC(C)=O)cc1[N+](=O)[O-] | 3% | -2.7 | 5% | -2% | 17% | 4% | 4% | -0.9% | i
CC(OC(=O)Cc1ccccc1F)C(=O)Nc1ccc(Cl)cn1 (centres undefined) | -1% | -0.3 | 21% | -17% | -25% | -3% | 13% | 0.2% | i
CC(C)NS(=O)(=O)c1ccc(N2C(=O)c3ccccc3C2=O)cc1 | 0% | 1.0 | -18% | 2% | 78%[activator] | 109% | 4% | 1.9% | i
COc1ccccc1-c1cc(NC(C)=O)c2ncc(-c3ccc(F)cc3)n2c1 | . | -0.2 | -21% | . | ? | -40% | . | 7.7% | i
COc1ccc(Cc2cc(-c3ccc(F)cc3)n[nH]c2=O)cc1 | -3% | -1.6 | -16% | 11% | -14% | 38% | ? | 8.7% | i
O=C(Nc1cccnc1Oc1ncnc2cc(Cl)ccc12)c1ccc(F)cc1 | 0% | 1.0 | 5% | -3% | 0% | 9% | 3% | 0.2% | i
O=C(NC1CC1)[C@@H]1CSC2c3ccccc3C(=O)N21 (some centres undefined) | 2% | 1.6 | 10% | 7% | -11% | -6% | 1% | -0.5% | i
CCCCCOC(=O)Nc1nnc(CCC)s1 | 0% | -3.1 | 10% | -3% | 14% | -5% | 1% | -0.4% | i
COc1ccccc1C(=O)Nc1cccc(S(=O)(=O)N2CCCC2)c1 | -1% | -2.0 | 6% | 4% | -17% | -30% | ? | 3.0% | i
CCc1cnc2c(c1SCC(=O)Nc1cc(Cl)ccc1OC)c(=O)n(C)c(=O)n2C | . | . | -10% | 5% | 9% | -12% | . | 0.0% | .
O=Cc1c(C(=O)O)n(CC(=O)O)c2ccccc12 | 1% | -0.2 | 5% | 6% | -25% | 2% | 2% | 1.5%[9.22 µM] | i
